Compound activity as filed in PubChem.
PTAP TSG101 blk – blocks PTAP/TSG101 interaction to inhibit HIV-1 budding; Potency, µM (series often up to 115 µM), without a hit: top-dose activity change, negative = inhibition, most hits filed as inhibitors; Fluorescence polarization, FITC-PTAP peptide / Tsg101 binding; 340,000 tested, under 10 active; AID 493005; active = well fitted inhibition curve with a large enough effect in the main read-out, with a control signal flat, not every such curve was filed as active; inconclusive = small, poorly fitted or top-dose-only effect, or effect the other way, or a change in a side signal; inactive = no such curve, though single readings can be large or run the other way; also: potency is read from the fitted curve at half-maximal effect; % of control where 0% means no effect
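Fluorescence polarization binding of Tsg101 binding domain (10 uM final) to FITC-labeled PTAP peptide (50 nM final) in HEPES pH 7.5 buffer with NaCl, Tween 20, EDTA, TCEP. Compounds added before peptide; binding 20 min at RT.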
TCR act – activates T cell receptor signaling | Potency, µM (titrated, usually from 9.22 µM), inactives show at the highest dose activation of IL-2 secretion, usual class: activators | primary human leukocytes, anti-CD3, IL-2 HTRF, 48 h | 330,000 tested, under 10 active; also: % of control where 0% means no effect
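Primary human leukocytes were stimulated with a-CD3 beads plus compounds for 48 hr without co-stimulation; secreted IL-2 was quantified by HTRF using a-IL-2-K (europium cryptate) and a-IL-2-d2, excited at 320nm with acceptor emission read at 665nm.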
MLL CXXC-DNA inh – inhibitors of human MLL CXXC domain-DNA interaction; AID 2662; 290,000 tested, 0.037% active; MLL-CXXC / FITC-HOXA9 DNA fluorescence polarization; Potency, µM (series often up to 115 µM), for the others: at the highest dose activity change, negative = inhibition, actives largely listed as inhibitors; active = well fitted inhibition curve with a large enough effect in the polarisation, with a control signal flat, not every such curve was filed as active; inconclusive = small, poorly fitted or top-dose-only effect, or effect the other way, or a change in a side signal; inactive = no such curve, though single readings can be large or run the other way; the % refers to the polarisation; also: potency is read from the fitted curve at half-maximal effect
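Steps: dispense CXXC domain solution (7 uM) → pin compounds or unlabeled HOX-A9 DNA control → 5 min ambient → add FLSN-HOX-A9 solution (50 nM) → spin → 30 min ambient → fluorescence polarization. Tris pH 7.5/NaCl/DTT/BSA buffer.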
Integrin act MD – activators of alpha7 integrin expression for muscular dystrophy. alpha7betagal myoblasts, beta-gal FDG fluorescence, 48 h. Potency, µM (highest dose often 38.3 µM), without a hit: at the top dose activation, actives largely listed as activators. 350,000 tested, 0.064% active. AID 624291;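 also: potency is read from the fitted curve at half-maximal effect; 100% = response of the positive control SU9516; nearly all actives have a fitted effect of over 60% in size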
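Alpha7betagal+/- myoblasts (passage 13) were plated 16-24 hr, then exposed to compounds (1:260 dilution of DMSO stock) for 48 hours at 37C. After MPER lysis, β-galactosidase reporter activity was read as FDG fluorescence (ex 480/em 540) after 30 minutes.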
Mito fusion act – mitochondrial division inhibition or fusion activation; S. cerevisiae fusion-defective mutant growth rescue, CellTiterGlo 48 h; Potency, µM (top dose mostly 46.1 µM), for inactives: at the top dose growth rescue (activation), most hits filed as activators; 320,000 tested, 0.23% active;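 also: potency is read from the fitted curve at half-maximal effect; % of control where 0% means no effect; nearly all actives have a fitted effect of over 45% in size; temperature-sensitive fusion mutants such as fzo1-1 at 37 °C on non-fermentable ethanol glycerol medium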
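S. cerevisiae fusion-defective temperature-sensitive mutants (e.g. fzo1-1, mgm1-5) grown 48 h at 37C in YPEG (ethanol/glycerol non-fermentable) medium with 23 nl compound per well; growth rescue read as CellTiterGlo luminescence.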
Menin-MLL TR inh – menin-MLL binding inhibition, Texas Red mutant peptide; O00255; Menin + Texas Red MLL mutant peptide, fluorescence polarization; Potency, µM (highest dose often 61.6 µM), inactives show at the top dose FP activity change, negative = inhibition, usual class: inhibitors; 270,000 tested, 0.23% active; AID 1768; active = well fitted inhibition curve with a large enough effect in the polarisation, with a control signal flat, not every such curve was filed as active; inconclusive = small, poorly fitted or top-dose-only effect, or effect the other way, or a change in a side signal; inactive = no such curve, though single readings can be large or run the other way; the % refers to the polarisation; also: potency is read from the fitted curve at half-maximal effect; % of control where 0% means no effect; many of its hits are not listed in these tables
TSHR antagonist – human thyrotropin receptor antagonism. P16473. TSHR-expressing cells, TSH-stimulated cAMP HTRF, 2 h; hits give low values. activity change, negative = inhibition, % at 11.5 µM. 330,000 tested, 0.2% active;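 active = activity change below a set negative limit, meaning inhibition stronger than a set level, cut at about -70% in these data; inconclusive = activity change between two set negative limits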; also: % is scaled to controls: 0 for no effect and ±100 for the full control effect
Target sequence (P16473 whole entry, looked up): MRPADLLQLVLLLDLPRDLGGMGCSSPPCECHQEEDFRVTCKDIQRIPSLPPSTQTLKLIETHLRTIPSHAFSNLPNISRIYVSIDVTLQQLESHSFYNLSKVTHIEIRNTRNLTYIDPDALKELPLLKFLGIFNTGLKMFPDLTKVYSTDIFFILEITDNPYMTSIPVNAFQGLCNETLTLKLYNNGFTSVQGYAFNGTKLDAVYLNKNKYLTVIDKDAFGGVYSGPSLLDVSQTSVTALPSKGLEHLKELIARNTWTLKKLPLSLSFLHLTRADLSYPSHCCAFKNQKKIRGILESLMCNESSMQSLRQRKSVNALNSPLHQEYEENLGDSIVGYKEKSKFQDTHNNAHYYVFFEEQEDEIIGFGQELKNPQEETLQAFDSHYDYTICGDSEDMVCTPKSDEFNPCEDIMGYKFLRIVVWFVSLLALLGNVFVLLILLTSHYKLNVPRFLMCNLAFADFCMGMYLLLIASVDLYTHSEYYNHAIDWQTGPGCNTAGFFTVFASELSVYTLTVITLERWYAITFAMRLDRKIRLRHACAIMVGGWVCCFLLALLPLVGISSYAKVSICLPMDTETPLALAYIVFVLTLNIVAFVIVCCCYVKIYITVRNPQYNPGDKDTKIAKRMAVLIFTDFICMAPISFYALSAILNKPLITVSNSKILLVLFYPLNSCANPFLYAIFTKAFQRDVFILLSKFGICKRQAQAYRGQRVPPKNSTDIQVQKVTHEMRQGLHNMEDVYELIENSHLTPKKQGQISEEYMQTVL
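Read-out is FRET at 665 nm (cryptate excitation 337 nm) from a cryptate-tagged anti-cAMP antibody, competed by cell cAMP against cAMP-d2. Compounds are tested on freshly harvested TSHR cells challenged with 4nM TSH (EC80) for 2 hours at 37 deg C.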
S-ASM inh – human S-ASM enzyme inhibition | P17405 | placental ASM, HMU-PC fluorogenic substrate, 60 min | Potency, µM (titrated, usually from 57.5 µM), without a hit: top-dose activity change, negative = inhibition, usual class: inhibitors | 340,000 tested, 0.006% active; also: potency is read from the fitted curve at half-maximal effect
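Fluorogenic HMU-PC substrate (9 uM final) is turned over by placental ASM in 60 min at 37 C after a 10 min compound preincubation. Reaction ended by alkaline stop (pH 10), with fluorescence read at 386/447 nm.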
MBNL1 CUG block – MBNL1-poly(CUG) RNA binding inhibition. Potency, µM (top dose mostly 57.5 µM), for inactives: at the highest dose activity change, negative = inhibition, usual class: inhibitors. AID 2675. TR-FRET MBNL1-His/biotin-(CUG)12 binding, 665/545 ratio. 280,000 tested, 0.036% active; active = well fitted inhibition curve with a large enough effect in the signal ratio, with a control signal flat, not every such curve was filed as active; inconclusive = small, poorly fitted or top-dose-only effect, or effect the other way, or a change in a side signal; inactive = no such curve, though single readings can be large or run the other way; the % refers to the signal ratio; also: potency is read from the fitted curve at half-maximal effect; % is scaled to controls: 0 for no effect and ±100 for the full control effect
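His-tagged MBNL1 binding to biotinylated (CUG)12 RNA was measured by TR-FRET using terbium anti-His antibody (0.055 ng/ul final) and streptavidin-XL665 (5 nM final). Compounds were titrated 92 nM to 58 uM; 60 min at room temperature.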
A-T KAP1 phos – candidate therapy for ataxia-telangiectasia; […] A-T fibroblasts, KAP-1 phosphorylation AlphaLISA; neocarzinostatin DNA damage 30 min before lysis; Potency, µM (top dose mostly 57.5 µM), inactives show at the highest dose activation, hits mostly activators; 320,000 tested, 0.19% active; AID 485349; also: potency is read from the fitted curve at half-maximal effect; % of control where 0% means no effect; nearly all actives have a fitted effect of over 45% in size
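hTERT-immortalized A-T patient fibroblasts ([…]), 500 cells/well in OPTI-MEM, 1% FBS, got compounds for 60 min, then NCS for 30 min at 37C. Lysates were then assayed for phospho-KAP-1 by AlphaLISA (anti-pKAP1 donor, anti-KAP1 acceptor beads), 6 hr at 25C.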
* marks the source's active call; other numbers are inactive results; ? = inconclusive; nt = not tested or not shown; [ ] = another dose, or the depositor's remark. Unless noted, calls follow the shape of the dose curve; as a rule, active = well fitted curve in the direction sought with a large enough effect; inconclusive = small, poorly fitted or top-dose-only effect, or another doubt; inactive = no such curve, though single readings can be large; an effect the other way counts as inactive or inconclusive. This is a subset, so the mix of outcomes need not match the whole.

Every second line gives: PTAP TSG101 blk	TCR act	MLL CXXC-DNA inh	Integrin act MD	Mito fusion act	Menin-MLL TR inh	TSHR antagonist	S-ASM inh	MBNL1 CUG block	A-T KAP1 phos
1. Cc1ccc(C(=O)N2CCC3(CC2)NCCc2[nH]cnc23)cc1C
  -1.7%	-2.9%	15.8%	21.1%	4.9%	nt	-0.7	2.8%	0.8%	-5.8%
2. CCN(CCCNC(=O)CCc1nc(-c2ccc(C)cc2)no1)c1cccc(C)c1
  -1.7%	5.2%	-0.1%	-27.9%	21.7%	2.2%	-14.7	-2.2%	-9.1%	15.1%
3. O=C(CSc1nc2ccccc2[nH]1)Nc1nc(-c2ccccc2)c(-c2ccccc2)o1
  -2.1%	1.4%[46.1 µM]	2.1%	7.4%	2.5%	-3.3%	-10.9	-4.3%	2.4%	8.9%
4. O=C(c1ccccc1)c1c[nH]cc1-c1ccccc1
  -6.8%	-1.5%[46.1 µM]	3.0%	-2.4%	9.5%	14.7%	-16.3	1.2%	9.1%	-4.8%
5. CC(C)OC(=O)c1cccnc1N1CCN(c2cccc(Cl)c2)CC1
  -2.6%	-4.1%	-0.3%	16.0%	2.6%	-12.0%	-0.9	-9.1%	-1.2%	7.3%
6. Cn1nnc(NC(=O)/C=C/c2ccco2)n1
  1.2%	-0.5%	-10.5%	-0.3%	-3.6%	nt	-7.5	-0.5%	18.4%	12.3%
7. O=C1CC(N(CCc2ccccc2)C(=S)Nc2ccccc2)C(=O)N1c1ccc(F)cc1 (centres undefined)
  -3.2%	-6.8%	0.4%	3.8%	22.1%	nt	-10.5	-8.5%	1.0%	16.2%
8. COc1ccc2nc(NC(=O)c3sc4nc(C)cc(C)c4c3N)sc2c1
  -0.8%	9.8%	-5.0%	9.1%	-8.6%	nt	9.4	261.0%[activator]	-17.8%	-8.5%
9. O=C(NNC(=O)C1[C@H]2CCCC[C@@H]12)NC1CCCCC1 (some centres undefined)
  0.7%	-2.6%[46.1 µM]	-6.3%	18.1%	2.0%	-3.9%	22.9	0.7%	nt	-15.8%
10. CC1(C)Oc2ccc(C(=O)NC3CCCC3)cc2N(CC(=O)NC2CCCC2)C1=O
  0.1%	3.3%	-11.7%	9.7%	0.5%	-0.3%	-5.8	-1.5%	-7.8%	-3.9%
11. C=CCNC(=S)N1CCC(Cc2ccccc2)CC1
  -6.4%	-3.2%	8.1%	0.0%	-5.6%	-14.0%	-4.3	0.7%	5.7%	2.3%
12. CC(=O)N(C(C)=O)N1C(=O)/C(=C/c2ccc(Cl)cc2)SC1=S
  -2.0%	2.8%	?	-45.3%[inhibitor]	0.6%	12.9%	0.1	-12.5%	?	-2.0%
13. O=c1[nH]c(SCc2ccccc2Cl)nc2c1cnn2-c1ccccc1
  0.1%	4.1%	1.5%	10.0%	2.1%	-7.0%	-7.8	-4.5%	-8.8%	-11.1%
14. C=CCNC(=O)c1cc(-c2cccnc2)nc2ccccc12
  -1.7%	0.8%	-1.1%	-1.6%	7.8%	12.0%	-1.3	-0.2%	14.9%	8.2%
15. COc1ccc(NC(=S)NNC(=O)Cn2nc([N+](=O)[O-])cc2C)cc1
  -3.6%	-1.9%	-0.4%	6.4%	-1.3%	7.8%	-7.8	4.5%	9.5%	0.4%
16. COc1cc(C2N(c3ccc(F)cc3)C(=O)C3CCCN32)cc(OC)c1OC (centres undefined)
  -0.1%	-4.0%	-14.2%	35.9%	-6.9%	1.0%	4.5	-0.2%	-2.5%	11.2%
17. CNC(=O)c1c(C)nn(-c2ccc(F)c(Cl)c2)c1-c1cc(C)on1
  -2.3%	-1.5%	4.7%	-18.0%	-2.4%	nt	-8.4	-0.2%	0.5%	5.0%
18. COc1ccc(N)cc1NC(=O)CN1CCCC1
  -7.5%	nt	4.6%	13.9%	2.7%	-10.4%	-4.5	1.3%	-2.4%	-3.2%
19. CC(=O)N(Cc1ccccc1)Cc1cn(CCC#N)nc1-c1cccc([N+](=O)[O-])c1
  0.7%	-6.8%	0.8%	-24.0%	-5.5%	-16.8%	-8.4	-2.0%	?	0.7%
20. Cc1cccc(NS(=O)(=O)c2ccc(C)c(C(=O)N3CCN(C(=O)c4ccco4)CC3)c2)c1
  2.8%	-11.4%	nt	-8.3%	nt	nt	nt	1.8%	nt	nt
21. COc1cc(C(=O)N2CCN(C(=O)C(Cc3cc(C)ccc3C)NC(C)=O)CC2)cc(OC)c1OC (centres undefined)
  nt	-1.3%[46.1 µM]	1.4%	-1.8%	-6.6%	-10.6%	2.6	2.7%	?	-0.9%
22. CC1(C)Oc2ccc3ccc(=O)oc3c2C(/C=N/O)C1=O (centres undefined)
  -4.3%	3.7%[46.1 µM]	6.7%	0.8%	-4.7%	-3.9%	11.9	10.8%	9.7%	-8.8%
23. COC(=O)c1ccc(SC)cn1
  -4.6%	0.6%[46.1 µM]	5.7%	-13.8%	-2.5%	-8.0%	2.2	1.5%	2.8%	17.3%
24. CC(C)CCNC(=O)C(=O)Nc1ccc2c(c1)N(S(=O)(=O)c1cccs1)CCC2
  -8.6%	-2.2%	nt	-15.9%	9.0%	nt	-21.8	8.3%	nt	nt
25. CC(=O)c1cccc(NC(=O)C(C)OC(=O)Cc2c[nH]c3ccccc23)c1 (centres undefined)
  1.8%	-1.4%	nt	-5.4%	0.1%	nt	1.2	-1.9%	nt	3.2%
26. N/N=C(\c1ccccc1)c1cc(Cl)ccc1N
  -6.6%	9.6%	-1.7%	-17.0%	-19.1%	-3.3%	-6.2	-1.2%	-4.3%	-4.4%
27. CCCn1c(C(O)c2ccc(C)cc2)nc2ccccc21 (centres undefined)
  -2.2%	-0.3%	9.3%	3.8%	-7.2%	-9.6%	-13.4	2.7%	-1.1%	-12.2%
28. Cc1ccc(NC(=O)c2c(-c3ccccc3)noc2C)nc1
  -0.6%	1.1%[46.1 µM]	9.2%	2.7%	9.4%	4.2%	2.7	1.0%	-13.5%	-4.2%
29. O=c1cc(CSc2ccc(Cl)cc2)nc(-c2ccncc2)[nH]1
  0.5%	2.1%	-5.9%	-0.3%	-4.9%	4.7%	-8.6	-3.2%	-2.5%	-0.5%
30. CCCCC(=O)NC1=NC(=O)C(C)(C)S1
  ?	3.8%	29.7%	13.0%	-4.5%	9.3%	10.1	-2.1%	-5.7%	6.3%

Later entries.
Every second line gives: PTAP TSG101 blk	TCR act	MLL CXXC-DNA inh	Integrin act MD	Mito fusion act	Menin-MLL TR inh	TSHR antagonist	S-ASM inh	MBNL1 CUG block	A-T KAP1 phos
31. CC1Cc2ccccc2N1C(=O)c1ccc2c(c1)nnn2C (centres undefined)
  -5.7%	-0.6%	4.9%	-8.2%	2.3%	-14.8%	7.8	4.9%	-1.9%	2.0%
32. O=C(Nc1nccs1)C1Cc2ccccc2CN1S(=O)(=O)c1ccc(F)cc1 (centres undefined)
  -7.3%	-24.3%	7.5%	14.3%	3.6%	14.5%	2.8	-1.7%	5.7%	-5.3%
33. COc1ccc(S(=O)(=O)Nc2ncccn2)cc1
  1.6%	-2.1%	4.4%	9.8%	0.3%	4.0%	0.9	2.1%	-7.1%	1.4%
34. C=CCN(c1ccc(OC)cc1)S(=O)(=O)c1ccc(Cl)c(C(=O)OCC(=O)c2c(N)n(C)c(=O)n(C)c2=O)c1
  0.5%	-2.3%	nt	-17.4%	nt	nt	nt	-14.9%	nt	nt
35. COc1ccc(/C=C/C(=O)NCCSCc2ccco2)cc1OC
  -4.9%	1.3%	14.8%	15.1%	-6.2%	nt	8.4	-1.7%	nt	11.4%
36. O=C(COc1ccc(F)cc1Cl)Nc1ccc(S(=O)(=O)Nc2nccs2)cc1
  -2.1%	6.1%	nt	-3.0%	0.3%	nt	6.9	-0.6%	nt	5.3%
37. CC1CC(C)CN(C(=O)c2ccc(CNc3c(N4CCCC4)c(=O)c3=O)cc2)C1 (centres undefined)
  -8.3%	-5.9%	7.6%	-29.2%	-0.3%	nt	-0.6	-0.6%	-10.5%	7.6%
38. CCc1cccc(NC(=O)C2CCCN(S(=O)(=O)c3c(C)[nH]c(=O)[nH]c3=O)C2)c1 (centres undefined)
  -0.3%	4.6%	1.5%	12.1%	-1.3%	3.4%	nt	0.5%	-15.5%	nt
